# Source: PubChem BioAssay (several laboratories)
# TRPC4 act = activators of mouse TRPC4 channel; B-score at 10 µM; Q9QUQ5; AID 2237; 310,000 compounds, 0.49% hits; HEK293 TRPC4beta/mu-opioid, Fluo4 calcium fluorescence; active compounds read high;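 active = B-score above 5 SD of library B-scores, and initial fluorescence ratio not above library mean plus 5 SD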;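 note: positive B-score marks a calcium rise read as TRPC4 activation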
# Target sequence (Q9QUQ5 whole entry, looked up): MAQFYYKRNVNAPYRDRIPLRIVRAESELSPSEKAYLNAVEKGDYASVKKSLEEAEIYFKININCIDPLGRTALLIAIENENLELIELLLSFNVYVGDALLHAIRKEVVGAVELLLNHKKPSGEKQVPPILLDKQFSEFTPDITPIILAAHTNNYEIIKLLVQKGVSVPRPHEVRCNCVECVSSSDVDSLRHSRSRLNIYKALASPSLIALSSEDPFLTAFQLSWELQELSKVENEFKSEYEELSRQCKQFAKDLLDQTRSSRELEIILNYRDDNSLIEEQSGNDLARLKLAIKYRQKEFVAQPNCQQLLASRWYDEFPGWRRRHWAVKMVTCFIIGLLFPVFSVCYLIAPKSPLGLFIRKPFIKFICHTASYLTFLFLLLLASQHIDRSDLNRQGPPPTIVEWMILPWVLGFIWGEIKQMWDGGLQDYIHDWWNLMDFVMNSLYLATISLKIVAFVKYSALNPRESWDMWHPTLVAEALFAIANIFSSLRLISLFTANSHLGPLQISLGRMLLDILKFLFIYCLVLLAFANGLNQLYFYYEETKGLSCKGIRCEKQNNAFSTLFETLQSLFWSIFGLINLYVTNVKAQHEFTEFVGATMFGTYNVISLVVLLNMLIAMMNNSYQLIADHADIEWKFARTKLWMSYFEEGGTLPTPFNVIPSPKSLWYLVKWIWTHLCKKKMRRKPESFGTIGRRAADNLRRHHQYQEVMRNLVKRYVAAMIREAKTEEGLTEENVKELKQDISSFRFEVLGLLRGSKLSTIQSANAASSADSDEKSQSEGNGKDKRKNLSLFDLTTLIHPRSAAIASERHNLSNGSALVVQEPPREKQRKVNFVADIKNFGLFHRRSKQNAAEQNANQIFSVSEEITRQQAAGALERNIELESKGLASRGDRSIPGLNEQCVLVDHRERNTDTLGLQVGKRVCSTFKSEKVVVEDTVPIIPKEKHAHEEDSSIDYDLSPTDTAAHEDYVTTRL
#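 Incubation: 45 min room-temperature Fluo4 loading, 110 s read / System: HEK293 cells stably co-expressing mouse TRPC4beta and mu-opioid receptor / Signal: Fluo4 fluorescence, kinetic / Control set: buffer (low) and maximal DAMGO (high) / Measure: integrated baseline-normalised fluorescence ratio, converted to per-well B score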
# KCNQ1 pot = human KCNQ1 channel potentiation or activation. CHO-K1 KCNQ1, thallium flux FluxOR fluorescence; active compounds read high. AID 2648. 310,000 compounds, 0.35% hits. B-score at 10 µM. P51787;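 active = fluorescence ratio B-score, a plate-corrected score, at least three library SD, with initial intensity B-score within 5 SD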
#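 Doses: Single concentration per compound, DMSO matched to controls | Test system: KCNQ1-transfected CHO-K1 cells | Timing: 90 min dye loading and 20 min compound exposure, both at room temperature | Measured by: Kinetic FluxOR thallium fluorescence, 10-s 1-Hz baseline, 110-s post-stimulus read | Medium: Assay buffer with matched DMSO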
# TRPC4 PAM = allosterically enhances the mouse TRPC4 cation channel; B-score at 10 µM; 310,000 compounds, 0.42% hits; HEK293 TRPC4beta/mu-opioid, DAMGO EC20, Fluo-4 Ca2+ flux; active compounds read high; AID 2227;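 active = B-score of calcium response area above 5 SD of library B-scores, with initial fluorescence ratio within 5 SD of library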;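 note: B-score of integrated fluorescence ratio over time as area under calcium response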
# KCNQ1 inh = human KCNQ1 channel inhibition; CHO-K1 KCNQ1, FluxOR thallium flux fluorescence; active compounds read high; 310,000 compounds, 1.3% hits; B-score at 10 µM;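 active = compounds whose thallium flux B-score, printed positive for inhibition, exceeds three library SD while starting fluorescence stays within three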;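 note: channel opened by potassium depolarization with thallium stimulus after 20 min compound exposure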
# Platelet DG rel = platelet dense granule release activity; human platelet-rich plasma, SFLLRN dense granule ATP release, luminescence; inhibition, %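 (compounds screened at 7.5 µM in platelet-rich plasma)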; 300,000 compounds, 0.22% hits; AID 1663;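 active = mean replicate score, as percent of positive control, at or above 50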
# hERG protect = hERG (human) protection from proarrhythmic block; AID 1511; CHO-hERG, FluxOR thallium flux, dofetilide IC70 present; Q12809; 310,000 compounds, 0.51% hits; activation (rescue from dofetilide block), less the hit threshold, % at 10 µM;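 active = activation above the mean of controls blocked by dofetilide plus 5 SD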;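 note: thallium influx through hERG after potassium depolarization seen as dye fluorescence rise; in these data hits start at about 4.7%; inactives centre near -7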
# KCNK9 block = blocks the human KCNK9 two-pore domain potassium channel; HEK293 KCNK9, FluxOR thallium flux fluorescence; active compounds read low; B-score at 10 µM; 310,000 compounds, 1.2% hits;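 active = ratio B-score over 3 SD below the library mean, with starting fluorescence within 5 SD of its mean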;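 note: negative B-score means less thallium flux so channel inhibition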
# TRPC4 block = TRPC4 (mouse) channel inhibition | B-score at 10 µM | HEK293 TRPC4beta/mu-opioid, DAMGO-evoked Fluo4 calcium flux; active compounds read low | Q9QUQ5 | 300,000 compounds, 0.39% hits | AID 2247;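 active = B-score over 3 SD under the library average, no early fluorescence shift, positive overall ratio signal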
#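 System: stable TRPC4beta/mu-opioid receptor HEK293 cells; Dosing: single-point compound dosing; Measured by: Fluo4 Ca2+ flux fluorescence; Read-out basis: per-well B score of integrated baseline-normalized Fluo4 ratio.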
# PolyA inh = inhibitors of polyadenylation in S. cerevisiae; calls only at 12 µM; AID 1875; 300,000 compounds, 0.02% hits; S. cerevisiae SKY197-pL101 polyadenylation reporter, beta-gal luminescence; efflux-impaired pdr1/pdr3 knockout yeast; score 100 = 6 SD above DMSO;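 active = lowest replicate activity score at least 50, where 100 means six control SD above control mean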;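 note: yeast exposed to compound for 9 h at 30 °C; higher score means more reporter readthrough which indicates perturbed polyadenylation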
# DYRK1A inh = inhibitors of rat Dyrk1A kinase. Q63470. ADP-Glo luminescence, NFATc1 peptide. inhibition, % at 12.5 µM. 310,000 compounds, 0.43% hits; in the data active = inhibition above about 50%;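 note: plate controls were vehicle with enzyme for no effect and no enzyme for full effect; many of its hits are not listed in these tables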
# KCNK3 inh = human KCNK3 channel inhibition, primary screen. O14649. CHO-KCNK3 thallium flux, FluxOR fluorescence; active compounds read low. B-score at 10 µM. 340,000 compounds, 0.84% hits. AID 602410;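 active = B-score under library mean minus 4 SD, starting fluorescence ratio at most library mean plus 5 SD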;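 note: more negative B-score means stronger inhibition of thallium flux through KCNK3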
# * = called active by the depositor; i = inactive; nt = no result given; & = joins results of further samples. The list is partial; rates above refer to the full screens.
SMILES,TRPC4 act,KCNQ1 pot,TRPC4 PAM,KCNQ1 inh,Platelet DG rel,hERG protect,KCNK9 block,TRPC4 block,PolyA inh,DYRK1A inh,KCNK3 inh
CC(=O)O[C@@]12CO[C@@H]1C[C@H](O)[C@@]1(C)C(=O)[C@H](O)C3=C(C)[C@@H](OC(=O)[C@H](O)[C@@H](NC(=O)c4ccccc4)c4ccccc4)C[C@@](O)([C@@H](OC(=O)c4ccccc4)C12)C3(C)C (stereo not given in full),i,i,i,i,-5,-5,i,i,i,-6,i
CCCCc1nc2ccccc2c(=O)n1-c1ccc(Cl)cc1[N+](=O)[O-],i,i,i,i,7,-10,i,i,i,8,i
Cc1nc2ccccc2c(=O)n1-c1ccc(Br)cn1,i,i,i,i,9,-6,i,i,i,11,i
COc1ccc(-c2nc(CSCC(=O)N3CCC4(CC3)OCCO4)c(C)o2)cc1OC,i,i,i,i,-6,0,i,i,i,2,i
CC(C)n1c(O)c(C=NCc2cccnc2)c(=O)[nH]c1=S,i,i,i,i,-12,-7,i,i,i,0,i
Cc1ccc(N=Nc2c(O)[nH]c(=O)[nH]c2=O)c([N+](=O)[O-])c1,i,i,i,i,5,-1,i,i,i,-2,i
COc1ccccc1OP(=O)(Nc1ccc(Br)cc1)Oc1ccccc1OC,i,i,i,i,4,-3,i,i,i,nt,i
O=C(NC(C(Cl)Cl)N1CCOCC1)c1ccccc1 (stereo not given),i,i,i,i,2,-9,i,i,i,1,i
CN1OC[C@@H]2COc3ccc4ccccc4c3[C@@H]21,i,i,i,i,-1,-3,i,i,i,-5,i
Cc1cccc(N=Cc2c(O)n(-c3ccccc3C)c(=O)[nH]c2=O)c1,i,i,24*,i,-4,-7,i,i,i,3,i
CCc1c(C)nc(N)nc1N1N=C1SCC#N,i,i,i,i,23,-5,i,i,i,5,i
CN1CCC2(CC1)C(C#N)=C(N)NC(S)=C2C#N,i,i,i,i,-28&-7,-7&-17,i,i,i,15&15,i
Cc1ccc(S(=O)(=O)N(C)C/N=C(\N)N[N+](=O)[O-])cc1,i,i,i,i,-1,-11,i,i,nt,-3,i
CN1CCc2nc3ccc(F)cc3c(C(N)=O)c2C1,i,i,i,i,-38,-6,i,i,i,5,i
CN1CCN(c2ccc([N+](=O)[O-])c3no[n+]([O-])c23)CC1,i,i,i,10*,6,-36,i,i,i,5,i
O=S(=O)(c1ccccc1)N1CCCCC1c1cccnc1 (stereo not given),i,i,i,i,1,8.4*,i,i,i,31,i
CCC(=O)OC1(Cc2ccc(CC)cc2)CC(C)N(C)CC1C (stereo not given),48*,i,i,i,-4,-9,i,-8*,i,-2,i
CC(C)c1ccccc1NC1=NCCCS1,i,i,i,i,2,-4,i,i,i,-1,i
COC(=O)C1=C(c2ccc(S(C)(=O)=O)cc2)C[C@@H]2CC[C@H]1N2C(=O)NCc1cccc2ccccc12,i,i,i,i,0,-11,i,i,i,1,i
O=c1[nH]c(CN2CCNCC2)nc2ccccc12,i,i,i,i,3,-1,i,i,i,7,i
C(#CCN1CCOCC1)COCc1ccccc1,i,i,i,i,-3,-7,i,i,i,-1,i
Cn1c2ccccc2c2cnn(CC(=O)N3CCC4(CC3)OCCO4)c(=O)c21,i,i,i,i,-1,-8,i,i,i,nt,nt
CCN(CC)C(=O)c1ccc(NC(=O)c2ccc(-n3cncn3)c([N+](=O)[O-])c2)cc1,i,i,i,i,-2,-9,i,i,i,14,i
CCC(=NCc1ccco1)c1c(O)n(-c2ccc(Cl)cc2)c(=O)[nH]c1=O,i,i,i,i,nt,-2,i,i,i,-2,i
CCN(CC)CCCOC(=O)C(OC)(c1ccccc1)c1ccccc1,i,i,i,i,-2,-4,i,i,i,2,i
CC(=O)O[C@H]1C(=O)[C@@]2(C)C([C@H](OC(=O)c3ccccc3)[C@]3(O)C[C@H](OC(=O)[C@H](O)[C@@H](NC(=O)Cc4ccccc4)c4ccccc4)C(C)=C1C3(C)C)[C@]1(OC(C)=O)CO[C@@H]1C[C@@H]2O (stereo not given in full),i,i,i,i,4,-4,i,i,i,-3,i
O=C1C2CCCN2C(c2cccc(Cl)c2)N1c1ccccn1 (stereo not given),i,i,i,i,-3,-9,i,i,i,1,i
O=C1NC(=S)N(c2ccc(Cl)cc2)C(=O)/C1=C/N1CCN(C(=O)c2ccco2)CC1,i,i,i,i,2,-5,i,i,i,5,i
CC(=O)OC(C)(C)/C=C/C(=O)C(C)(O)C1[C@H](O)C[C@@]2(C)C3CC=C4C(CC[C@@H](O)C4(C)C)[C@]3(CO)C(=O)C[C@]12C (stereo not given in full),i,13*,i,i,-10,3,i,i,i,-5,i
CN(C)CC1Oc2ccccc2OC1(O)c1ccccc1 (stereo not given),i,i,i,i,25,-17,i,i,i,-1,i
CN1CCN(c2nc3c(c(=O)[nH]2)CCC3)CC1,i,i,i,i,10,-5,i,i,i,-6,i
CCNc1cc(N2CCNCC2)ccc1[N+](=O)[O-],i,i,35*,i,2,-1,i,i,i,nt,nt
O=C(Cn1ncc2ccsc2c1=O)N1CCC2(CC1)OCCO2,i,i,i,i,2,-9,i,i,i,0,i
CC(=O)OC1C2CCC1C(N1CCCC1)CC2 (stereo not given),i,i,i,i,0,-10,i,i,i,-2,i
Fc1ccc(C2=CCN(C(c3cccs3)c3nnnn3CCc3ccccc3)CC2)cc1 (stereo not given),i,i,i,i,3,-6,-14*,i,i,2,i
CCn1c(O)c(/C=N/NC(=O)c2ccccc2)c(=O)n(CC)c1=S,i,i,i,i,0,-12,i,i,i,nt,i
CCC(=NCc1cc(OC)cc(OC)c1)c1c(O)[nH]c(=O)[nH]c1=O,i,i,i,i,38,-11,i,i,i,nt,i
COCCCN1Cc2ccccc2C1=N,i,i,i,i,-2,-6,i,i,i,-2,i
O=C(Nc1ccccc1)N1CCC2(CC1)OCCO2,i,i,i,i,-5,-4,i,i,i,-2,i
COC(=O)C1=C(c2cc3ccccc3s2)C[C@@H]2CC[C@H]1N2C(=O)NCc1ccc(C(F)(F)F)cc1,i,i,i,i,1,-6,i,i,i,2,i
OCc1cnc[nH]1,i,i,i,i,2,-4,i,i,i,4,i
O=[N+]([O-])c1ccc(C2C3C(c4ccccc4)=NC4(CCCC4)N32)cc1 (stereo not given),i,i,i,i,0,-1,i,i,i,0,i
Cc1cccc(OC(=O)N2CCOCC2)c1,i,i,i,i,-5,-10,i,i,nt,9,i
CC(N)Cc1c[nH]c2cc3c(cc12)OCCO3 (stereo not given),143*,i,i,i,3,-3,i,i,i,7,i
CC(C)Oc1ccc(C2C(C#N)=C(N)Oc3c2c(=O)oc2ccccc32)cc1 (stereo not given),i,i,i,i,0,-14,i,i,i,1,i
N#CCCn1cc(C(=O)Nc2ccccc2Br)c(-c2ccc3c(c2)OCCO3)n1,i,i,i,i,2,-8,i,i,i,22,i
COc1ccc(C(C)=O)cc1CN1CC=C(c2ccccc2)CC1,i,i,i,i,1,-5,i,i,i,12,i
CCOP(=O)(C#CC(C)(C)C)C(C)(O)c1ccccc1 (stereo not given),i,i,i,i,15,-9,i,i,i,-1,i
